STK33 inh: blocks human STK33 kinase activity; purified STK33, MBP phosphorylation, ADP-Glo luminescence; Q9BYT3; AID 2661; hit rate 0.073% among 320,000; inhibition, % at 10 µM;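 active = inhibition at or above 25%, using the most active replicate where run in duplicate; inactive = inhibition below 25%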
Target sequence (Q9BYT3 whole entry, looked up): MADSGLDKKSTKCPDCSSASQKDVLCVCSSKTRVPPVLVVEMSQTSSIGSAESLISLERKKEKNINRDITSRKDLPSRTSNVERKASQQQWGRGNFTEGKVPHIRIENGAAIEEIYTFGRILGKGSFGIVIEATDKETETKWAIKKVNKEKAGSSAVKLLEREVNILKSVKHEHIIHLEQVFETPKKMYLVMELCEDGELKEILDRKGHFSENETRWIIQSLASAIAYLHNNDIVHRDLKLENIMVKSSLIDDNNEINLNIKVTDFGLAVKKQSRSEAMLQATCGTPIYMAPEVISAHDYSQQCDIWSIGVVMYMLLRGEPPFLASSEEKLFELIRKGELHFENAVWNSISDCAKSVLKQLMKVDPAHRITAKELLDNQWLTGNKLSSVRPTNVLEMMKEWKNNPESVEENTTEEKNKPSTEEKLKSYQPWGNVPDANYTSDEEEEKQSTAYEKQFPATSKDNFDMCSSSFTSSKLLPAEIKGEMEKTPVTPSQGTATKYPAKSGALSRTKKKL
Kir21 inh: Kir2.1 (mouse) channel inhibition. hit rate 0.85% among 310,000. B-score at 10 µM. HEK293-Kir2.1, FluxOR thallium flux fluorescence; stronger effect = lower value. P35561. AID 1672;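 active = fluorescence ratio B-score at or below minus 3 SD of library scores, with starting-brightness B-score within 2 SD, cut at about -4.2 in these data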;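 note: channel flux triggered by added potassium and thallium sulfate stimulus; B-score of peak minus minimum fluorescence over baseline after thallium stimulus; more negative B-score means stronger Kir2.1 block with less thallium influx; some compounds called inactive have numbers as strong as hits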
Target sequence (P35561 whole entry, looked up): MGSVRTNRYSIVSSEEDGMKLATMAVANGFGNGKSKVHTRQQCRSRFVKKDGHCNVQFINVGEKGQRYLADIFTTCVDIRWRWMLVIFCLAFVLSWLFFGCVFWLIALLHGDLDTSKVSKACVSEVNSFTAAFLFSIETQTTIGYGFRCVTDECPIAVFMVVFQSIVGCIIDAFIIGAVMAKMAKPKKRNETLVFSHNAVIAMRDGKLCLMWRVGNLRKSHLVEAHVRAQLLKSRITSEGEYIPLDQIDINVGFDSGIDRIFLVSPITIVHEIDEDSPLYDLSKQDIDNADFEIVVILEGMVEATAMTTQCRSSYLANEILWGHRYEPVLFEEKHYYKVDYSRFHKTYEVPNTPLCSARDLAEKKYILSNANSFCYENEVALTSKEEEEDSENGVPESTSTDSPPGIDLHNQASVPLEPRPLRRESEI
Active calls of the source: *; nt = no result given.

SMILES	STK33 inh	Kir21 inh
CCC1(c2ccc(F)cc2)NC(=O)N(CC(=O)Nc2ccc(S(N)(=O)=O)cc2)C1=O (stereo not given)	-0.9	-1.33
COc1ccc(C(=O)Nc2ccccc2NC(=O)c2ccco2)cc1OC	0.4	4.46
COc1cccc(OC)c1C(=O)Nc1cc(C)nn1-c1nc2ccccc2[nH]1	-0.4	1.29
CNS(=O)(=O)c1ccc(NC(=O)Nc2cccc(F)c2)cc1	0.7	-0.61
Cc1ccc(CCNC(=O)CCc2nc3ccccc3[nH]2)cc1	-0.1	0.92
O=C(CCl)N1CCN(S(=O)(=O)c2ccc3ccccc3c2)CC1	-0.9	2
CC(=O)OCC1OC(OC2C[C@]3(C)C(CC(O)C4C([C@](C)(CCC=C(C)C)OC5OC(CO)C(O)C(O)C5O)CC[C@]43C)[C@@]3(C)CCC(O)C(C)(C)C23)C(O[C@@H]2OC(C)C(O)C(O)C2O)C(O)C1O (stereo not given in full)	4.8	nt
CNC(=O)CSCc1c(F)cccc1Cl	0.4	0.31
COc1ccc(-c2noc3c2-c2nc(C4CCCCC4)sc2CC3)cc1	-0.2	-1.82
Cc1cc(N2CCN(C)CC2)nc2ccc(NC(=S)N3CCN(c4cccc(Cl)c4)CC3)cc12	-0.2	1.5
CC(C)c1nc(CNC(=O)CC2C(=O)NCCN2Cc2ccoc2)cs1 (stereo not given)	-0.9	0.45
CCOC(=O)c1cnc(SCC#N)nc1N	1.3	-0.14
Cn1c(CCNC(=O)C2CCCCC2)nc2cc([N+](=O)[O-])ccc21	-1.4	-3.23
COCCNC(=O)/C(C#N)=C/c1c(N2CCN(c3ccc(OC)cc3)CC2)nc2c(C)cccn2c1=O	-0.9	-0.27
CN(Cc1ccccc1)S(=O)(=O)c1nnc(NC(=O)c2ccc(F)cc2)s1	-0.4	-0.04
O=C(NCCCN1CCCC1=O)c1ccc(S(=O)(=O)Nc2cccc(C(F)(F)F)c2)cc1	-1.0	0.79
COc1ccc(/C=N/NC(=O)c2cccc(O)c2)cc1Cn1nc(C)c([N+](=O)[O-])c1C	-0.6	1.88
Cn1c(Cn2nnc3ccccc32)nnc1SCC(=O)NCc1ccc2c(c1)OCO2	nt	-0.2
O=C(O)CCCNC(=O)CCCNC(=O)C(c1ccccc1)c1ccccc1	-0.6	0.58
CCOC(=O)Cn1nc(C)n(-c2ccc(C)cc2)c1=O	-0.2	-0.04
CCN(Cc1ccccc1)C(=O)CCS(=O)(=O)c1ccc2c(c1)oc(=O)n2C	-0.2	-0.3
CCOc1ccccc1OCCCC(=O)OCC(=O)Nc1cccc(Cl)c1	-2.9	-0.69
CC(=O)c1cccc(NC(=O)c2cnn3ccccc23)c1	2.4	-1.53
CCc1nc2ccccc2n1CC(=O)OCC(=O)N(CC(C)C)c1c(N)n(Cc2ccccc2)c(=O)[nH]c1=O	nt	-0.91
COC(=O)c1ccccc1N=Nc1c(C)[nH][nH]c1=O	-1.7	-0.66
O=C(N[C@@H]1C/C=C\C[C@H](CC(=O)N(CCO)Cc2ccccc2)C(=O)N[C@@H](Cc2c[nH]c3ccccc23)COC1=O)OCC1c2ccccc2-c2ccccc21	-0.7	nt
CCOc1ccc(S(=O)(=O)NCCC(=O)N2CCN(c3ccc(OC)cc3)CC2)cc1	0.3	0.37
Cc1ccc(Nc2ncnc3sc(C)c(C)c23)cc1	-0.1	0.33
CC(C)(C)c1ccc(/C=C/C(=O)NCCCn2ccnc2)cc1	0.6	-2.03
c1ccc(NC2=NCCN2CC2CCCCCC2)cc1	-3.1	nt

Pulled by structure from above:
SMILES	STK33 inh	Kir21 inh
COc1ccc(C(=O)Nc2ccccc2NC(=O)c2ccco2)cc1OC	0.4	4.46
CCOc1ccccc1OCCCC(=O)OCC(=O)Nc1cccc(Cl)c1	-2.9	-0.69
COC(=O)c1ccccc1N=Nc1c(C)[nH][nH]c1=O	-1.7	-0.66
CN(Cc1ccccc1)S(=O)(=O)c1nnc(NC(=O)c2ccc(F)cc2)s1	-0.4	-0.04
COCCNC(=O)/C(C#N)=C/c1c(N2CCN(c3ccc(OC)cc3)CC2)nc2c(C)cccn2c1=O	-0.9	-0.27
COc1ccc(/C=N/NC(=O)c2cccc(O)c2)cc1Cn1nc(C)c([N+](=O)[O-])c1C	-0.6	1.88

More structures follow.
SMILES	STK33 inh	Kir21 inh
Cn1nc(C(=O)Nc2ccc(-n3cnnn3)cc2)c2ccccc2c1=O	-1.4	nt
Cc1cccn2c(=O)c3cc(C(=O)NCCC4=CCCCC4)n(C)c3nc12	1.8	2.17
Fc1ccccc1CSc1ncn[nH]1	-1.5	0.44
C=CCn1c(SCC(=O)c2ccc(Cl)cc2)nnc1-c1ccc2c(c1)OCO2	-0.9	-5.42*
O=C(COC(=O)c1cccs1)NCc1ccccc1	0.1	-1.15
Oc1ccc(/C=N/Nc2ccccc2)cc1	-1.9	0.77
CC(=O)N1CCc2cc(S(=O)(=O)NCCC(=O)NCCc3ccccc3)ccc21	-1.1	0.65
O=C1c2cccnc2C(Nc2ccc(S(=O)(=O)N3CCCCC3)cc2)N1Cc1ccccc1 (stereo not given)	0.2	0.06
COc1ccc(S(=O)(=O)N(C)C)cc1NCC(=O)Nc1ccc(Br)c(C)c1	-2.7	-0.19
COc1cccc(-n2cnc3sc4c(c3c2=O)CCC4)c1	-1.9	-1.06

Kir21 inh: entries above that show a hit
SMILES	STK33 inh	Kir21 inh
C=CCn1c(SCC(=O)c2ccc(Cl)cc2)nnc1-c1ccc2c(c1)OCO2	-0.9	-5.42*

Next results.
SMILES	STK33 inh	Kir21 inh
C#CC1(NC(=O)NCCCC)CCCCC1	-1.3	-0.62
Cc1ncc(CN2CCCC(C(=O)Nc3ccc(-c4ccco4)cc3)C2)n1C (stereo not given)	-0.6	-2.72
CCOC(=O)C1C(=O)C=C(C)C(C(=O)OCC)C1c1cccc([N+](=O)[O-])c1 (stereo not given)	0.3	-0.39
CCOC(=O)CSc1nnc(NC(=O)c2cc([N+](=O)[O-])cc([N+](=O)[O-])c2)s1	-3.4	1.99
Cc1ccc(C(=O)N/C(=C\c2ccc3c(c2)OCO3)C(=O)N2CCOCC2)cc1	-1.5	-1.28
C=CCOc1ccc(CN(C)C(=O)CNC(=O)c2ccc(-c3ccccc3)cc2)cc1	-1.2	2.53
COc1ccc(C(CNC(=O)CNS(=O)(=O)c2ccc(NC(C)=O)cc2)N2CCOCC2)cc1 (stereo not given)	0.6	-0.14
COc1cccc(OCC(O)CNC(C)c2ccccc2)c1 (stereo not given)	0.3	-0.77
COc1ccccc1CNC(=O)CN1C(=O)COc2ccc(S(=O)(=O)N3CCCCC3)cc21	0.1	-1.01
CCCCC(=O)NC1(C(F)(F)F)NC(=O)N(C)C1=O (stereo not given)	-1.6	-0.77
CCOC(=O)C1C(=O)C=C(c2ccc([N+](=O)[O-])cc2)CC1c1ccccc1 (stereo not given)	-1.9	0.06
COc1ccc(CN2C(=O)CN=C2Nc2ccc(C)cc2C)cc1	-1.2	-0.49
O=[N+]([O-])c1ccc(C2NS(=O)(=O)N=C3CCCCCN32)cc1 (stereo not given)	-1.6	-0.17
CCOC(=O)CNC(=O)CNC(=O)Cn1ccc2ccccc2c1=O	-0.2	1.43
CCCCCC(=O)NNC(=S)NC(=O)c1ccc([N+](=O)[O-])cc1	1.2	0.99
Cc1cc(NC(=O)CCCOc2ccc(Cl)cc2Cl)no1	-1.3	0.68
COc1cccc(C(C(=O)NC2CCCCC2)N(C(=O)c2csnn2)C2CC2)c1 (stereo not given)	-1.5	0.7
COc1ccc(-c2c(C(=O)O)c(-c3ccccc3)cn2C)cc1	0.1	1.66
COc1cc(C(=O)OCC(=O)Nc2cc(C)on2)cc(OC)c1OC	-1.5	-0.06
CC(=O)OCCCn1c(C)[n+](C)c2cc(Cl)c(Cl)cc21	-0.8	0.84
COc1cccc(CNC(=O)c2ccccc2SCC(=O)N2CCCC2)c1	-1.1	-0.98
CN(C(=O)Cn1cnc2ccccc2c1=O)C1CCS(=O)(=O)C1 (stereo not given)	nt	0.05
COc1cc2sc3cc(NCCCN4CCOCC4)ccc3c(=O)c2cc1OC	15.3	nt
Cc1ccc2c(c1)nnn2C1CCN(S(=O)(=O)c2ccc(C(=O)N3C(C)CCCC3C)cc2)CC1 (stereo not given)	-1.5	0.03
O=C(CCS(=O)(=O)c1ccccc1F)Nc1ccc(N2CCN(Cc3ccccc3)CC2)cc1	-1.1	nt
C=CCOc1ccccc1/C=N/NC(=O)Cc1ccc(C)cc1	-0.4	-1.06
O=C(Cn1nnc(-c2ccccc2F)n1)Nc1ccc2c(c1)OCO2	-0.7	0.35
COc1ccc(CN2C(=O)c3c(c(C)n(C)c3C)C2C(=O)NC2CCC(C)CC2)cc1 (stereo not given)	-1.1	0.75
CCCCC1C(=O)N(c2ccccc2)N(c2ccc(O)cc2)C1=O (stereo not given)	2.9	nt
CCOc1ccc(OCc2cccc(C(=O)N3CCCCCC3)c2)cc1	-1.8	-2.5
COC(=O)c1c(C)[nH]c(C(=O)C(C)OC(=O)C2CC2)c1C (stereo not given)	0.6	nt
CC1(C)Cc2c(sc3nc4n(c(=N)c23)CCCCC4)CO1	0.1	-0.93
COc1ccc(S(=O)(=O)Nc2ccc3c(c2)OCO3)cc1C	-1.9	-1.37
COc1ccccc1CC(NC(C)=O)C(=O)N1CCN(C(=O)Nc2ccccc2Cl)CC1 (stereo not given)	1.1	0.05
NC(=O)OCC(O)COc1ccc(Cl)cc1 (stereo not given)	-1.4	nt
COc1ccc(Cl)cc1NC(=O)CN1CCc2ccccc21	0.8	0.91
O=C(O)c1ccccc1C(=O)Nc1ccc(-n2nccc2C(F)(F)F)cc1	-0.3	-0.07
Cc1ccc(-c2ccc(/C=C3/NC(=O)NC3=O)o2)cc1[N+](=O)[O-]	nt	0.33
Cc1noc(C)c1CSc1nc2ccccc2s1	1.6	0.96
CC(C)n1c(=S)[nH]c2cc(Cl)ccc21	0.4	0.68
O=C1N(c2ccc(Cl)c(Cl)c2)CN(Cc2ccccc2)CN1n1cnnc1	1.1	-1.13
COc1ccc(-c2nc3ccccc3c(=O)n2CCN2CCOCC2)cc1	-1.5	-0.32
COc1ccc(O)c(C(=O)c2cc(SCC(=O)O)c3nc4sc5c(c4c(=O)n3c2)CCCC5)c1	-0.4	-0.23
Cn1cc(CNCc2cn(C)nc2-c2ccc(C3CCCCC3)cc2)cn1	0.8	-1.83
Cn1c(=O)n(C)c2cc(C(=O)c3ccccc3)ccc21	0.0	-1.02
COc1ccccc1OCC(=O)N(Cc1nc(-c2ccc(Cl)cc2)no1)C(C)C	-1.6	-0.5
COC(=O)C[C@](O)(CCCC(C)(C)O)C(=O)O[C@@H]1C(OC)=C[C@]23CCCN2CCc2cc4c(cc2[C@H]13)OCO4	-3.4	-1
O=[N+]([O-])c1ccc(S(=O)(=O)NCCS(=O)(=O)N2CCN(c3ccccc3)CC2)cc1	0.4	0.52
Cc1csc(Nc2ccccc2C(F)(F)F)n1	0.4	0.06
Cc1cc(C)c2nc(N3CCCC(C(=O)N4CCN(c5ncccn5)CC4)C3)sc2c1 (stereo not given)	0.4	1.06

Later entries
SMILES	STK33 inh	Kir21 inh
O=C1NC(c2cccnc2)C(C(=O)c2cccs2)C(O)(C(F)(F)F)N1 (stereo not given)	-0.7	0.2
CCCS(=O)(=O)N1CCCC(C(=O)NCCN2CCCCC2C)C1 (stereo not given)	1.0	0.05
Cn1c(=O)n(C)c2cc(CN3C(=O)OC(C)(C)C3(C)O)ccc21 (stereo not given)	0.3	2.72
Clc1ccc(-n2nnnc2-c2cnc3ccccc3c2-c2ccccc2)cc1	-0.3	1.01
O=C1c2ccccc2C(=O)c2c1cccc2-n1nnc2ccccc21	0.4	-0.11
COC(=O)C1=C(C(=O)OC)[C@@H]2N(C)c3ccccc3[C@@]23C[C@@H](C(=O)OC)N(C(=O)c2ccco2)C3=N1	-0.4	1.12
O=C(CN(C(=O)C1CSC(=O)C1)c1ccccc1F)NCc1ccc2c(c1)OCO2 (stereo not given)	-0.5	-0.4
CCC[C@@H](CN1CCC[C@H]1CN1C(N)=NC[C@@H]1Cc1ccccc1)N1C[C@@H]([C@H](C)CC)N(CCc2ccc(Cl)c(Cl)c2)C1=N	2.9	nt
COC(=O)c1ccc(NC(=O)CCS(=O)(=O)c2ccc(Br)cc2)cc1	-0.7	-0.01
Cc1c(NS(=O)(=O)c2cccc(C(=O)Nc3ccccc3)c2)c(=O)n(-c2ccccc2)n1C	0.1	nt

A different layout for part of the listing above.
SMILES,STK33 inh,Kir21 inh
O=C(CN(C(=O)C1CSC(=O)C1)c1ccccc1F)NCc1ccc2c(c1)OCO2 (stereo not given),-0.5,-0.4
COC(=O)c1ccc(NC(=O)CCS(=O)(=O)c2ccc(Br)cc2)cc1,-0.7,-0.01

One compound at a time, as listed above:
`CCCS(=O)(=O)N1CCCC(C(=O)NCCN2CCCCC2C)C1` (stereo not given) is listed with STK33 inh = 1.0; Kir21 inh = 0.05
`Clc1ccc(-n2nnnc2-c2cnc3ccccc3c2-c2ccccc2)cc1` is listed with STK33 inh = -0.3; Kir21 inh = 1.01

More structures
SMILES	STK33 inh	Kir21 inh
CC1(C)Cc2c(sc3c2c(=N)n(Cc2ccco2)c(=O)n3CC(=O)Nc2ccc(Cl)cc2)CO1	0.2	0.67
O=C(CCNC(=O)c1ccc(Cl)cc1)Nc1ccc(S(=O)(=O)N2CCOCC2)cc1	-0.2	nt
O=C1C(Cl)=C(N2CCCCCC2)C(=O)N1c1ccccc1	-1.2	-1.38
CNC(=S)N/N=C(\C)c1cccc([N+](=O)[O-])c1	0.8	0
CSc1ccc(Cl)c(C(=O)NCC(C)C)c1	0.0	-2.14
CCC/C=C1/CCCOC(C(=O)NCCN2CCOCC2)(C(F)(F)F)C1 (stereo not given)	0.9	-0.75
O=S(=O)(Nc1ccccc1)c1ccc(NS(=O)(=O)c2c(F)cccc2F)cc1	-0.5	2.89
CCOc1ccc(-c2cc(C(=O)N/N=C(\C)c3cccnc3)c3ccccc3n2)c(OCC)c1	-2.6	1.68
Cc1cc(C(=O)COC(=O)c2ccccc2O)c(C)n1CC1CCCO1 (stereo not given)	3.0	nt
